High-throughput results as filed in PubChem.
PAX8 inh HTS: inhibitors of PAX8-driven TPO luciferase reporter, primary screen, RMG-I cells, single concentration. 1.2% of 360,000 active. inhibition, % at 12.6 µM. AID 652154, 2013. SteadyGlo, 24 h;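 active = mean replicate inhibition at least 60% with every replicate also reaching 60%; inconclusive = only one of the two criteria is met; inactive = mean below 60% and not all replicates reaching 60%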;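 note: luciferase light reporting Pax8 driven TPO promoter activity; plate controls were median of neutral control wells for no effect and mitoxantrone controls for full effect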
Cneo AK release: Cryptococcus neoformans cell lysis inducers, primary screen, AK release luminescence, single concentration; C. neoformans lysis, adenylate kinase release luminescence, 4 h; normalised: neutral wells 0, clomiphene wells 100; lysis activity, % at 15 µM; 0.2% of 360,000 active; AID 651654, 2012;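 active = mean lysis activity across replicates of at least 80%, whatever share of replicates individually reach that level; inactive = mean lysis activity below 80%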
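Assay system: log-phase C. neoformans yeast / Quantity: yeast cell density of 5 × 10^6 cells/mL / Medium: fresh YPD growth medium / Compound: single dose / Timing: static 4 h at 37 °C with compound, 1 h detection / Measured by: adenylate kinase release luminescence / Read-out: lysis from increased AK signal / Benchmarks: Clomiphene as positive lysis control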
ARNT-TACC3 inh: disruptors of ARNT/TACC3 protein interaction, primary screen, biochemical, AlphaScreen, single concentration. Transforming acidic coiled-coil-containing protein 3 (Homo sapiens), Q9Y6A5. AlphaScreen His-ARNT PAS-B/GST-TACC3 binding, luminescence; TACC3 fragment carries E629A point mutation. inhibition, % at 9.99 µM. 0.66% of 390,000 active;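 active = mean inhibition of replicates at least 50% and at least half of replicates each reaching 50%; inconclusive = half or more replicates reach 50% but mean below 50%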;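 note: 0% = complete ARNT plus TACC3 wells and 100% = ARNT alone without TACC3; many hits fall short of the cut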
Statin myotox sup: suppressors of statin myotoxicity in C2C12 myotubes, primary screen, cell-based, single point, plate reader | C2C12 myotubes + simvastatin, ATP luminescence, 48 h; scaled: DMSO 0, geranylgeraniol control 100 | rescue of ATP level, % at 7.49 µM | 0.78% of 330,000 active | AID 602340, 2012;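 active = mean ATP rescue above about 67%, or every replicate alone reaching that limit, limit read from the data, passing the limit was not always enough; inconclusive = no clear call, values can overlap the other calls; inactive = mean under the limit and some replicate under it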;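 note: myotubes were challenged with 10 µM simvastatin during compound exposure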
PGC1a acetyl inh: inhibitors of PGC1a acetylation signal, primary screen, cell-based, U2OS, AlphaScreen, inhibitor mode; AlphaScreen anti-acetyl-lysine; with virally co-expressed GCN5 acetyltransferase; inhibition, % at 15.6 µM; 0.17% of 350,000 active;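 active = every replicate shows inhibition of at least 40%; inconclusive = mean inhibition at least 40% but some replicate below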;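 note: 0% = neutral control wells and 100% = positive control wells; some results beyond the cut were filed as inactive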
LGR2 inh: inhibitors of bursicon-induced LGR2 CRE-luciferase signal, primary screen, cell-based, HEK293, CRE-luciferase reporter, bursicon stimulation | 0.35% of 380,000 active | inhibition, % at 9.99 µM | Drosophila bursicon receptor LGR2 (rickets) | bursicon-stimulated, 4 h | AID 720647, 2013;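 active = drop in luminescence signal, shown as inhibition above about 50% in the replicate tests, limit read from the data, passing the limit was not always enough; inconclusive = probably only some replicates passing the limit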;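 note: agonist challenge used bursicon conditioned medium at about half maximal strength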
GSIS activator: GLuc luminescence reporter in INS-1E cells, primary screen for activators of glucose-dependent secretion of insulin. INS-1E GLuc reporter insulin secretion, 2-3 h. activation, % at 16.6 µM. 0.61% of 370,000 active;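 active = lowest replicate activation of at least 40%, so every replicate reaches that level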;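 note: 0% = median of neutral control wells and 100% = median of IBMX positive control wells; some compounds called inactive have numbers as strong as hits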
PglD inh: C. jejuni PglD acetyltransferase inhibitors, primary screen, biochemical, DTNB colorimetric, single point; AID 602405, 2012; inhibition, % at 12.5 µM; 0.098% of 360,000 active; purified PglD enzyme, DTNB colorimetric CoA detection; in the data active = inhibition above about 16%, passing the limit was not always enough; inconclusive = no clear call, values can overlap the other calls; note: strong numbers were not always called active
Active calls of the source: *; ? = inconclusive; / = not tested or not shown; & = joins results of further samples. Hits appear at their usual frequency; 2.9% or so of the library scored in one or more.

smiles	LGR2 inh	ARNT-TACC3 inh	PAX8 inh HTS	Statin myotox sup	Cneo AK release	PGC1a acetyl inh	PglD inh	GSIS activator
C[C@@H](NC(=O)C[C@@H]1C[C@@H]2c3cc(NS(C)(=O)=O)ccc3O[C@@H]2[C@H](CO)O1)c1ccccc1	-11	-4	1	-5	7	10	1	14
C[C@@H]1CN([C@H](C)CO)C(=O)c2cc(Br)cnc2O[C@@H]1CN(C)C(=O)C1CC1	-4	/	/	3	/	2	/	11
O=c1c2ccccc2[nH]c(=S)n1C1CCCCC1	-5	-7	/	-18	5	2	-1	20
O=C(NCC(=O)N(c1ccc(F)cc1)C(C(=O)NC1CCCCC1)c1cccnc1)c1ccco1 (stereo unspecified)	46	-2	8	-17	3	7	-2	-7
CCS(=O)(=O)N1CCC2(CC1)CN(C(=O)c1ccc(F)cc1)[C@@H](CO)c1[nH]c3cc(OC)ccc3c12	-11	/	7	/	/	-4	/	9
Nc1nc(CN2CCCCCC2)nc(Nc2ccc(F)cc2)n1	/	48*	25	11	0	-19	4	/
C/C(Cn1ncc(N2CCOCC2)c(Cl)c1=O)=N\O	4	5	-32	2	0	2	8	1
CC(NC(=O)COC(=O)/C=C/c1cccc(F)c1)c1ccccc1 (stereo unspecified)	30	/	-8	-5	0	/	4	3
COc1ccc(Cl)cc1C(=O)NCCN(C)C	/	-9	8	/	2	5	0	/
O=C(O)c1ccc(Cl)c(NC(=O)C2CCN(S(=O)(=O)c3ccc4c(c3)OCCO4)CC2)c1	-2	/	-6	1	0	-7	-3	-5
CCc1nc2ccc(C(=O)O)cc2nc1CC	-5	-12	-80	/	/	/	/	14
CC1(C(=O)NS(=O)(=O)c2cccc(Cl)c2)CCN1C(=O)c1ccccc1CCc1ccccc1 (stereo unspecified)	-18	/	16	0	0	6	-2	/
CSCCC(NC(=O)c1cc(C(C)(C)C)oc1C)C(=O)O (stereo unspecified)	-4	1	/	3	-2	-4	3	4
N#C/C(=C\c1ccncc1)c1nc2ccccc2o1	-13	/	18	/	0	-3	6	-6
COc1ccc2[nH]c3c(=O)n(CCCCCC(=O)NCCC(C)C)c(=S)[nH]c3c2c1	-1	3	-3	/	/	4	/	-6
COc1ccccc1Nc1cc(C)nc(Nc2ccccc2OC)n1	-7	6	1	-28	1	7	-1	-41
O=C(CNC(=O)c1ccc(-c2ccccc2)cc1)OCc1ccc(Cl)cc1	7	-8	/	/	-2	2	-5	34
CC(=O)c1ccc(NC(=O)CSc2nnc(NC(=O)c3ccco3)s2)cc1	/	-17	/	-9	2	7	-11	/
COc1cc(C(C)=O)ccc1COc1ccc(C(=O)OCC(N)=O)cc1OC	0	-2	-5	2	3	0	0	18
CCCNC(=O)NC[C@@H]1[C@@H](c2ccc(C3=CCCC3)cc2)[C@H](CO)N1C(C)=O	6	-10	-19	-20	0	7	-1	-8
COc1ccc(NC(=O)N(C)C[C@@H]2Oc3c(NC(=O)Nc4cccc5ccccc45)cccc3C(=O)N([C@@H](C)CO)C[C@@H]2C)cc1	7	9	/	2	-11	1	-2	-3
C[C@@H]1CCCCO[C@@H](CN(C)C(=O)Nc2ccc3c(c2)OCO3)[C@@H](C)CN([C@H](C)CO)C(=O)c2cc(NC(=O)c3ccccc3)ccc2O1	2	0	-4	/	5	6	-1	17
COc1ccccc1NC(=O)N1[C@H](C#N)[C@H](c2ccccc2)[C@@H]1CO	-1	0	-7	-6	44	-8	1	-6
CCN1CCN(C(=O)CCN2C(=O)c3ccccc3S2(=O)=O)CC1	-6	-5	-2	8	-5	-1	-1	1
COc1cccc(Nc2nc3cc(C)ccc3cc2C)c1	20	/	30	4	0	-2	-3	/
CCOC(=O)c1sc(NC(=O)CSc2nnnn2-c2ccccc2)c(C(=O)OCC)c1C	/	13	/	4	-3	0	-1	/
CCN(C(=O)CN1C(=O)/C(=C/c2ccc(F)cc2)SC1=S)C1CCS(=O)(=O)C1 (stereo unspecified)	-6	2	7	9	-5	1	-5	26
CC(C)Cc1nnc(NC(=O)CCNC(=O)c2ccco2)s1	5	-5	7	-6	1	/	-7	8
COc1ccc(S(=O)(=O)N(C)C[C@H]2Oc3ccc(NS(=O)(=O)c4ccccc4)cc3C(=O)N([C@H](C)CO)C[C@@H]2C)cc1	-7&10	-4	-22&-26	-3	2	2&3	-2	-6&3
COc1cc(C2c3c(-c4ccccc4)n[nH]c3C(=O)N2c2ccc(C(=O)O)cc2)ccc1O (stereo unspecified)	/	7	/	/	0	1	2	/

Ten structures already listed, ordered by molar mass, highest first:
smiles	LGR2 inh	ARNT-TACC3 inh	PAX8 inh HTS	Statin myotox sup	Cneo AK release	PGC1a acetyl inh	PglD inh	GSIS activator
C[C@@H]1CCCCO[C@@H](CN(C)C(=O)Nc2ccc3c(c2)OCO3)[C@@H](C)CN([C@H](C)CO)C(=O)c2cc(NC(=O)c3ccccc3)ccc2O1	2	0	-4	/	5	6	-1	17
CCOC(=O)c1sc(NC(=O)CSc2nnnn2-c2ccccc2)c(C(=O)OCC)c1C	/	13	/	4	-3	0	-1	/
COc1cc(C2c3c(-c4ccccc4)n[nH]c3C(=O)N2c2ccc(C(=O)O)cc2)ccc1O (stereo unspecified)	/	7	/	/	0	1	2	/
CC(=O)c1ccc(NC(=O)CSc2nnc(NC(=O)c3ccco3)s2)cc1	/	-17	/	-9	2	7	-11	/
COc1cc(C(C)=O)ccc1COc1ccc(C(=O)OCC(N)=O)cc1OC	0	-2	-5	2	3	0	0	18
O=C(CNC(=O)c1ccc(-c2ccccc2)cc1)OCc1ccc(Cl)cc1	7	-8	/	/	-2	2	-5	34
CCN1CCN(C(=O)CCN2C(=O)c3ccccc3S2(=O)=O)CC1	-6	-5	-2	8	-5	-1	-1	1
COc1ccccc1NC(=O)N1[C@H](C#N)[C@H](c2ccccc2)[C@@H]1CO	-1	0	-7	-6	44	-8	1	-6
COc1ccccc1Nc1cc(C)nc(Nc2ccccc2OC)n1	-7	6	1	-28	1	7	-1	-41
CC(C)Cc1nnc(NC(=O)CCNC(=O)c2ccco2)s1	5	-5	7	-6	1	/	-7	8

Later entries:
smiles	LGR2 inh	ARNT-TACC3 inh	PAX8 inh HTS	Statin myotox sup	Cneo AK release	PGC1a acetyl inh	PglD inh	GSIS activator
O=C(NCCc1ccc(Cl)cc1)c1ccc2c(c1)OCCO2	58*	-4	-105	17	-2	/	-7	6
COCCn1c(=NC(=O)c2cc3ccccc3oc2=O)sc2cc(S(N)(=O)=O)ccc21	-12	-7	7	/	-1	/	2	2
Cc1ccc(S(=O)(=O)N2CCN(S(=O)(=O)c3ccccc3Br)CC2)cc1	12	0	7	-5	0	2	3	7
CCC(=O)c1ccc(N2CCN(C(=O)c3cc([N+](=O)[O-])ccc3N3CCN(C)CC3)CC2)c(F)c1	/	6	/	-8	-1	-1	-4	/
O=C([C@@H]1[C@@H](CO)[C@@H]2Cn3c(ccc(C4=CCCC4)c3=O)[C@H]1N2C(=O)c1ccncc1)N1CCOCC1	-10	-1	7	40	-1	/	1	8
CCOC(=O)Nc1ccc(S(=O)(=O)NCCCN2CCOCC2)cc1	/	-3	/	4	1	-1	7	/
O=S(=O)(c1cc(Cl)ccc1Cl)N1CCCCC1	/	-2	5	-5	-5	5	-7	/
Cc1ccc(NC(=O)c2ccc(C(=O)c3ccccc3)cc2)nc1	-45	-10	-164	-7	-4	7	-2	3
CC1CCCC(C)N1CCCNC(=O)CN1C(=O)COc2ccc(S(=O)(=O)N3CCOCC3)cc21 (stereo unspecified)	15	-2	5	0	2	4	-7	1
COc1ccc(C(=O)NCCCN2CCOCC2)cc1OC	/	0	10	9	8	4	-2	-11
O=C(CSc1nnc(-c2ccncc2)n1-c1ccccc1Cl)Nc1ccc(C(=O)O)cc1	-7	9	17	/	/	15	/	11
CO[C@@H]1CN(C)C(=O)c2cc(NS(=O)(=O)CC(F)(F)F)ccc2OC[C@@H](C)N(CCC(F)(F)F)C[C@H]1C	-22	-5	2	-2	3	3	4	-21
COc1ccc(-c2nc(C)sc2C)cc1	2	/	-10	10	8	-2	-1	27
Cc1ccc(C(=O)CCNc2ccc(Cl)cc2)o1	-64	-1	/	2	-6	8	-3	-4
CCC(C(=O)NCC1CCCO1)N(C(=O)c1snc(C(N)=O)c1N)c1ccc(Cl)cc1 (stereo unspecified)	-6	6	-11	7	0	/	2	6
O=C1N(c2ccccc2C(F)(F)F)O[C@]1(c1ccccc1)C1CCCC1	7	3	?	-7	-1	7	-3	6
COc1ccc(NC(=O)Cn2c(=O)c(C)nc3ccccc32)cc1Cl	6	-7	-9	5	-1	11	-3	5
C[C@H]1CN([C@@H](C)CO)C(=O)c2cccc(NS(=O)(=O)c3cn(C)cn3)c2O[C@@H]1CN(C)CC1CC1	-3	-11	/	12	37	-5	-1	7
CCOc1ccc(N(CC(=O)NCc2ccc(OC)cc2)S(=O)(=O)c2c(C)[nH]c(=O)[nH]c2=O)cc1	-15	0	7	-4	0	-9	3	-5
CC(=O)Nc1ccc(NC(=O)c2cc(-c3cc(F)ccc3OCC3CCCO3)n[nH]2)cc1 (stereo unspecified)	-5	/	20	-10	6	-13	-2	17
CS(=O)(=O)N1CCCCN2[C@H](C1)[C@H](c1ccc(C3=CCCC3)cc1)[C@@H]2CO	16	-3	5	/	-1	5	-9	13
O=C1COc2ccccc2N1Cc1ccccc1Cl	/	-11	/	6	7	-4	0	/
Cn1cc[n+](C)c1COc1ccc(C=O)cc1	-5	-5	15	-3	0	/	-2	5
O=S(=O)(Cc1ccccc1)N1CCCCN2[C@H](CO)[C@H](c3ccc(C#Cc4ccccc4)cc3)[C@H]2C1	21	-4	6	/	-1	-19	1	3
O=C1CC(NCCc2ccccc2)C(=O)N1CCc1ccccc1 (stereo unspecified)	0	-3	0	1	9	4	-4	-26
Cn1c(SCc2nc(-c3ccc(Br)cc3)no2)nnc1-c1ccco1	/	29	6	2	0	0	/	/
C#CCOCCOCCOCCNc1nc(N2CCN(C(=O)CCCCCCCCCCNC(=O)[C@H]([C@@H](C)CC)n3cc(CCCCN=C(N)N)nn3)CC2)nc(N2CCN(C(=O)CCCCCCCCCCNC(=O)[C@@H]([C@H](C)O)n3cc(C)nn3)CC2)n1	-3	/	/	-204	0	-21	0	-34
C=CCn1c(SCc2ccccc2C#N)nnc1-c1cc(Br)ccc1O	/	11	/	/	-1	6	4	-34
